F508del corr = correctors of CFTR F508del function in bronchial epithelial cells. activity (quench increase), % at 7.58 µM. 0.36% of 350,000 active. AID 720511. CFBE cells, YFP halide quenching; stimulated with forskolin plus potentiator P3; % fluorescence drop versus neutral controls;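 active = mean added fluorescence quench of at least 8% versus neutral control, with both replicates also reaching 8%; inconclusive = only one of the mean or replicate conditions met; inactive = mean below 8% and not both replicates reaching 8%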;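 also: cells transiently co-express mutant CFTR-F508del with the halide-sensitive YFP; corrector assay measuring rescue of mutant channel to the surface after 24 h compound exposure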
SIRT5 inh = blocks human SIRT5 desuccinylation of peptide. 1.1% of 330,000 active. inhibition, % at 15 µM. Purified SirT5, succinyl-peptide AMC, trypsin-coupled fluorescence. Q9NXA8; in the data active = inhibition above about 15%; inconclusive = no clear call, values can overlap the other calls
Target sequence (Q9NXA8 whole entry, looked up): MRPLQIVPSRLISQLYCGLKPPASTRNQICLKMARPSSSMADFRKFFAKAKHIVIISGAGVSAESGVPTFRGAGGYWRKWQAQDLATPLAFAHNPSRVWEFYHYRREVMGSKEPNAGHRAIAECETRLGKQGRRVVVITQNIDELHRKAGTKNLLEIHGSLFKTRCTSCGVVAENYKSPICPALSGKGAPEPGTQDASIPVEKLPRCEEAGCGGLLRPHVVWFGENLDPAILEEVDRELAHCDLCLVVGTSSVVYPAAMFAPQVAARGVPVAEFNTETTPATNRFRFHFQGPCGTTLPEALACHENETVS
Casp6 inh = inhibitors of human caspase-6; P55212; purified caspase-6, Z-VEID-R110 cleavage fluorescence; inhibition, % at 12.5 µM; 0.53% of 350,000 active; AID 686996;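 active = mean inhibition across replicates at least about 35%, with every replicate also reaching that limit, limit read from the data; inconclusive = only one of the two criteria met; inactive = neither criterion met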;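 also: 0% = median of neutral control wells and 100% = no fluorescence left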
Target sequence (P55212 24-179 limits assumed): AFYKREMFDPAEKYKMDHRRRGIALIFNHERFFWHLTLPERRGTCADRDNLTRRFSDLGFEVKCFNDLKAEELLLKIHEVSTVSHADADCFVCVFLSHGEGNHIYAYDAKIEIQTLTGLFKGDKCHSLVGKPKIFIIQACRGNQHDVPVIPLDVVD
Target sequence (P55212 194-293 limits assumed): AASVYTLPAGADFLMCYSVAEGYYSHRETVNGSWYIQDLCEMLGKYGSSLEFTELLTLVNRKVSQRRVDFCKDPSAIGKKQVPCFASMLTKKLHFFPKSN
ERp5 inh = ERp5 (human) disulfide isomerase inhibition; inhibition, % at 9.99 µM; 0.05% of 350,000 active; Q15084; ERp5 insulin aggregation, absorbance 650 nm, 90 min;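 active = mean replicate inhibition above about 25%, with every replicate also reaching it, limit read from the data, passing the limit was not always enough; inconclusive = only one of those two criteria met; inactive = neither criterion met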
Target sequence (Q15084 whole entry, looked up): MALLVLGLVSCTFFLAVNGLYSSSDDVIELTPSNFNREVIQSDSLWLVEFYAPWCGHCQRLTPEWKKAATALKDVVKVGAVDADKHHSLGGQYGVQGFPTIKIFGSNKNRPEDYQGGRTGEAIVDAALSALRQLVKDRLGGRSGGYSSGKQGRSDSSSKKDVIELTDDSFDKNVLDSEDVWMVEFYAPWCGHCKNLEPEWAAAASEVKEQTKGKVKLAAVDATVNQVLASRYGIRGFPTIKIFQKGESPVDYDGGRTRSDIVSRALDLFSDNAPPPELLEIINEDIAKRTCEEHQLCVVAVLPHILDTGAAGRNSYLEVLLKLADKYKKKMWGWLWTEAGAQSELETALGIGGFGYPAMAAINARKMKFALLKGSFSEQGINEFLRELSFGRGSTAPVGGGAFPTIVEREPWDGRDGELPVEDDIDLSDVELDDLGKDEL
ERAP1 inh = ERAP1 (human) enzyme inhibition. inhibition, % at 10.7 µM. recombinant ERAP1, Leu-AMC fluorescence, 60 min. AID 652197. 0.15% of 340,000 active;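 active = mean replicate inhibition of at least 30%, or all replicates individually reaching that 30% level; inactive = mean below 30% and not every replicate reaching it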;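 also: 0% = neutral control wells and 100% = L-leucinethiol positive control wells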
miR-122 sensor = miR-122 inhibition in Huh7 cells; Huh7 miR-122 Renilla luciferase sensor, 48 h; neutral wells = 0, positive control = 100; activation (reporter increase), % at 12.5 µM; 0.3% of 340,000 active; AID 602342;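 active = mean replicate activation score at least 90 and every replicate individually at or above 90; inconclusive = only one of the two criteria met; inactive = neither criterion met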;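 also: higher luciferase means less miR-122 activity so hits act as miR-122 inhibitors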
DENV2 CPE = protects cells from dengue virus 2 cytopathic effect | DENV2-infected cells, cytopathic effect rescue, plate reader | CPE inhibition, % at 9.99 µM | 1.7% of 350,000 active; in the data active = CPE inhibition above about 20%, passing the limit was not always enough; inconclusive = no clear call, values can overlap the other calls; tested in BHK-21 cells;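 also: 0% = median of neutral control wells and 100% = median of positive control wells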
* marks the source's active call; other numbers are inactive results; ? = inconclusive; . = no result given; & = joins results of further samples; [ ] = remark or other dose.

F508del corr | SIRT5 inh | Casp6 inh | ERp5 inh | ERAP1 inh | miR-122 sensor | DENV2 CPE | Structure
1.5 | 0 | 1 | 3 | 3 | . | -3 | CCC(C)(C)NC(=O)C(c1ccc(C)cc1)N(CC1CCCO1)C(=O)c1csnn1 (configuration not stated)
0.1 | -1 | 3 | 6 | -1 | -2[16.7 µM] | 19 | CC(C)NC(=O)N(C)C[C@@H]1Oc2ccc(NS(=O)(=O)c3ccc(F)cc3)cc2CC(=O)N([C@H](C)CO)C[C@@H]1C
-3.2 | -4 | -2 | 8 | -2 | 1 | -8 | CC(=O)NC(CSc1cc(C)nc2ccc(Br)cc12)C(=O)O (configuration not stated)
-0.1 | -3 | 3 | -23 | 0 | . | 5 | Cc1cc(=O)c(C(=O)Nc2cccc(C(=O)NC3CC3)c2)nn1-c1ccccc1Cl
-3.2 | 8 | -3 | 7 | 4 | -1[16.7 µM] | 16 | CC(C)NC(=O)Nc1ccc2c(c1)C(=O)N([C@@H](C)CO)C[C@@H](C)[C@H](CN(C)Cc1ccc(Cl)c(Cl)c1)O2
-1.9 | 1 | 2 | -6 | 2 | . | -8 | Cc1cccc(C)c1OCC(=O)Nc1c(C)nn(C)c1C
-3.2 | -1 | 2 | 1 | -1 | 5 | -4 | Cc1cc(NC(=O)Nc2c[nH]c(=O)[nH]c2=O)ccc1Br
1.4 | 5 | -2 | 0 | -2 | 0[16.7 µM] | . | CC(C)NC(=O)Nc1ccc2c(c1)C(=O)N([C@@H](C)CO)C[C@H](C)[C@H](CN(C)C(=O)C1CCCCC1)OCCCC[C@@H](C)O2
1.4 | 8 | -2 | 0 | 1 | 15[16.7 µM] | -1 | C[C@@H]1CN([C@@H](C)CO)C(=O)c2cccc(NC(=O)C3CC3)c2O[C@@H]1CN(C)Cc1ccc(Oc2ccccc2)cc1
1.4 | 0 | -2 | -2 | -3 | -6[16.7 µM] | -9 | O=C(C[C@@H]1CC[C@@H]2[C@H](COC[C@@H](O)CN2C(=O)Nc2ccc(Cl)cc2)O1)N1CCCCC1
-3.7 | -1 | -2 | -6 | -4 | . | -4 | O=C(NC(=S)Nc1ccc(S(=O)(=O)N2CCCCC2)cc1)c1cccs1
-1.0 | 1 | -1 | 0 | 0 | 4 | 10 | Cc1ccc(CNC(=O)C2CCCN2C(=O)Nc2ccc(F)cc2)cc1 (configuration not stated)
-1.3&-4.6 | -1&-3 | 0&5 | -6&1 | -4&1 | 0 | 3&15 | C[C@@H]1CN([C@@H](C)CO)C(=O)CCCn2nncc2CO[C@@H]1CN(C)C(=O)Nc1ccc(C(F)(F)F)cc1
0.0 | -1 | -2 | -5 | 7 | -5[16.7 µM] | -1 | C/C=C/c1ccc2c(c1)O[C@@H](CN(C)C(=O)c1ccncc1)[C@@H](C)CN([C@H](C)CO)S2(=O)=O
0.5 | 0 | -2 | -5 | -2 | . | -9 | CO[C@H]1CN(C)C(=O)c2cc(NC(C)=O)ccc2OC[C@@H](C)N(S(C)(=O)=O)C[C@@H]1C
-1.9 | -4 | -3 | 1 | 5 | -5 | -2 | COc1ccc(Oc2ncccc2NC(=O)c2cccc(C)c2C)cc1
3.0 | . | 3 | 2 | . | -5 | 7 | CCCOC(=O)c1[nH]c2c(c1C)C(=O)CC(c1cc(OC)c(OC)c(OC)c1)C2 (configuration not stated)
0.3 | -4 | 0 | -2 | 1 | -1 | 16 | CCCC(=O)N1CCC1(C)C(=O)NS(=O)(=O)c1cccc(Cl)c1 (configuration not stated)
1.6 | . | -2 | 0 | -1 | -6 | 2 | CC1(Cc2ccccc2OC(F)(F)F)C(=O)Nc2ccc(OC(F)(F)F)cc21 (configuration not stated)
-2.4 | -5 | 8 | 1 | 8 | 0 | 13 | CC(C)(C)C(=O)Nc1nnc([C@H]2C[C@H](O)[C@@H](CO)O2)s1

Entries of single compounds from above. Values in the order: F508del corr, SIRT5 inh, Casp6 inh, ERp5 inh, ERAP1 inh, miR-122 sensor, DENV2 CPE
`CC(C)(C)C(=O)Nc1nnc([C@H]2C[C@H](O)[C@@H](CO)O2)s1` is listed with -2.4, -5, 8, 1, 8, 0, 13
`COc1ccc(Oc2ncccc2NC(=O)c2cccc(C)c2C)cc1` is listed with -1.9, -4, -3, 1, 5, -5, -2

Following part:
F508del corr | SIRT5 inh | Casp6 inh | ERp5 inh | ERAP1 inh | miR-122 sensor | DENV2 CPE | Structure
-2.6 | -3 | -2 | 6 | 1 | . | 9 | COc1ccc(NC(=O)N[C@@H]2CC[C@H](CCn3cc(-c4ccccc4F)nn3)O[C@@H]2CO)cc1
4.4 | . | 3 | -1 | 0 | 5 | -1 | CC(=O)N(Cc1ccccc1)c1ccccc1C(=O)O
2.0 | 2 | 16 | 7 | 3 | 3 | -6 | CC(C)c1ccc(C(=O)OC2CCOC2=O)cc1 (configuration not stated)
-0.2 | 20* | -2 | -6 | 0 | -5 | -5 | Cc1ccc(CNC(=O)C2CCCN(S(=O)(=O)N3CC(C)CC(C)C3)C2)cc1 (configuration not stated)
1.9 | -9 | 1 | -1 | -1 | -7 | -9 | CCC1(c2ccccc2)NC(=O)N(CC(=O)Nc2ccc(S(=O)(=O)N3CC(C)CC(C)C3)cc2)C1=O (configuration not stated)
4.1 | . | 3 | 4 | 1 | . | -3 | Cn1c(=NC(=O)c2ccc3c(c2)OCCO3)sc2cc(S(C)(=O)=O)ccc21
0.4 | 0 | -2 | 0 | -5 | -5 | 1 | N#Cc1ccc(CN2C(=O)NC3(CCCCCC3)C2=O)cc1
-2.7 | 3 | 1 | 0 | 3 | -3[16.7 µM] | -1 | O=C(Nc1ccc2c(c1)OCO2)N[C@H]1CC[C@H](CCNC(=O)C2CCCC2)O[C@@H]1CO
-2.2 | -3 | 0 | -5 | 0 | 14 | 3 | CC(C)CCNC(=O)c1[nH]c(C(F)(F)F)nc1-c1ccccc1
-1.0 | -5 | -2 | -5 | 9 | . | -2 | COc1ccc(CC2(CO)CCN(Cc3cnn(C)c3C)CC2)cc1

Given with values under each structure: 2 of the compounds above.
Sequence of screens: F508del corr, SIRT5 inh, Casp6 inh, ERp5 inh, ERAP1 inh, miR-122 sensor, DENV2 CPE
- CC(C)(C)C(=O)Nc1nnc([C@H]2C[C@H](O)[C@@H](CO)O2)s1
→ -2.4, -5, 8, 1, 8, 0, 13
- Cc1ccc(CNC(=O)C2CCCN2C(=O)Nc2ccc(F)cc2)cc1 (configuration not stated)
→ -1.0, 1, -1, 0, 0, 4, 10

(next part)
F508del corr | SIRT5 inh | Casp6 inh | ERp5 inh | ERAP1 inh | miR-122 sensor | DENV2 CPE | Structure
1.8 | . | -3 | 0 | 1 | -6 | -12 | CC(C)C[C@@H](CN1CCC[C@@H]1CN1C(=S)NC[C@@H]1Cc1ccccc1)N1C[C@H](Cc2ccc(O)cc2)N(CCc2ccccc2)C1=S
1.5&0.6 | 4&-2 | -6&1 | 1&-2 | 0 | 8 | -4&-6 | C[C@H](CO)N1C[C@H](C)[C@@H](CN(C)C(=O)Nc2ccc(F)cc2)Oc2cc(Br)ccc2S1(=O)=O
2.0 | -6 | 0 | 1 | -2 | -2 | 5 | CCN(CC)CCNc1nc2c(c(=O)[nH]c(=O)n2C)n1CCCc1ccccc1
0.5 | . | 0 | -3 | . | -5 | 1 | COc1cc(OC)c(C(=O)OCC(=O)N2CC(=O)Nc3ccccc32)cc1OC
2.4 | 2 | 0 | 0 | -4 | -3 | -6 | Cc1ccc(S(=O)(=O)NNC(=O)Nc2cccc(F)c2)c(C)c1
-1.0 | 2 | -4 | . | -1 | . | 0 | COc1ccccc1NC(=O)c1cc(N)cc(C(=O)Nc2ccccc2OC)c1
0.1 | -3 | 0 | -5 | 0 | -1 | -5 | CC1(C)Cc2cccc(C(=O)NC3CCN(Cc4ccccc4)CC3)c2O1
1.7 | -7 | -1 | 4 | 6 | 0 | 14 | COCCSc1nnc(NC(=O)Cc2ccc(OC)cc2)s1
-1.1 | -1 | 0 | -1 | 1 | 12 | -3 | S=c1[nH]c(-c2ccccc2)cn1/N=C/c1cccnc1
1.1 | 0 | 0 | 17 | 0 | -2[16.7 µM] | -5 | CNC[C@@H]1Oc2ccc(NC(=O)Nc3ccc(C(F)(F)F)cc3)cc2C(=O)N([C@H](C)CO)C[C@H]1C
1.0 | -1 | -1 | -3 | 2 | -1 | -2 | O=C(Cc1c(Cl)cccc1Cl)N/N=C/c1cccnc1
1.7 | 20* | 12 | 1 | -1 | 3 | 0 | COc1ccc(/C=N/NC(=O)c2ccncc2)cc1Cn1nc([N+](=O)[O-])c(Br)c1C
0.9 | . | -20 | 1 | 1 | 10 | 20* | Cc1ccc(NC(=O)CCN2CCN(CCO)CC2)cc1Br
-0.8 | -1 | -2 | 0 | 5 | . | 7 | CC(C)N1CCN(Cc2ccc(Oc3ncccn3)cc2)CC1CCO (configuration not stated)
0.9 | -2 | 7 | 3 | -1 | -4 | -1 | O=[N+]([O-])c1ccc(N=Cc2c(O)ccc3ccccc23)cc1
-0.9 | . | . | 3 | -2 | . | 18 | COc1ccc2c3c([nH]c2c1)[C@H](CO)N(Cc1cccc(Cl)c1)CC31CN(C)C1
-1.5 | 2 | -5 | 2 | 1 | -5 | ? | COc1ccc(C2C(C(=O)c3sc(C)nc3C)=C(O)C(=O)N2CCCn2ccnc2)cc1 (configuration not stated)
-0.1 | -1 | -1 | -3 | -3 | . | 0 | O=C(CN1CCOCC1)N[C@@H]1CC[C@@H](CCNC(=O)C2CCCCC2)O[C@H]1CO
0.6 | -3 | 8 | -16 | -1 | . | ? | O=C(Cc1ccccc1[N+](=O)[O-])NNC(=O)c1ccncc1
0.9 | . | -2 | 5 | -2 | -6 | -22 | O=C1C[C@@H]2c3c(cccc3CN1Cc1ccc(Cl)cc1)C[C@@H](O)[C@H]2O
1.5 | -2 | 2 | 5 | 0 | . | 16 | O=C(C1CCCC1)N1CC2(C1)[C@H](c1ccccc1)[C@H](CO)N2Cc1ccc(Cl)cc1
2.2 | -4 | -1 | -23 | -2 | 5 | 4 | COC(=O)c1c(C)[nH]c(C(=O)OC(C)C(=O)N(C)C2CCCCC2)c1C (configuration not stated)
0.3 | -4 | 2 | 3 | 0 | -3[16.7 µM] | -7 | C[C@@H]1CN([C@H](C)CO)C(=O)c2cccc(NS(=O)(=O)c3ccc(F)cc3)c2O[C@@H]1CN(C)CC1CC1
2.0 | -1 | -8 | 2 | -4 | 6[16.7 µM] | -6 | C[C@H]1CN([C@@H](C)CO)C(=O)CCCn2nncc2CO[C@H]1CN(C)Cc1ccc2c(c1)OCCN2C
-1.9 | 1 | 11 | -6 | 1 | -7 | -1 | COCCCNC(=O)CCCOc1ccccc1
1.4 | -1 | -2 | -11 | -1 | -4 | 3 | COc1ccc(NC(=O)c2cn(CCC#N)nc2-c2cc3ccccc3o2)cc1
1.4&-0.6 | -4 | -2 | -4 | -1 | 3 | -5 | C/C(=N/NC(=O)C1CCCC1)c1ccc(NC(=O)C(F)(F)F)cc1
1.7 | -4 | 2 | -1 | 0 | . | ? | CSCCC(NC(=O)c1ccco1)C(=O)NC1CCCCCC1 (configuration not stated)
-4.0 | 0 | 3 | -7 | 0 | -1 | 7 | CC(SCc1ccccc1)C(=O)Nc1ccccc1F (configuration not stated)
1.4 | -7 | -1 | 6 | -3 | -6[16.7 µM] | 5 | COc1cccc(NC(=O)N(C)C[C@@H]2Oc3ncc(/C=C/c4ccccc4)cc3C(=O)N([C@@H](C)CO)C[C@H]2C)c1
0.5 | -4 | 7 | 5 | 4 | -6 | -3 | COc1ccc(/C=N/OCc2ccccc2C#N)c(OC)c1
0.8 | 0 | -1 | -7 | 2 | . | -3 | Cc1ccccc1N(CC(=O)NCc1ccccc1)C(=O)CCC(=O)Nc1nccs1
0.4 | 2 | . | 11 | . | . | 16 | CC=Cc1ccc2n(c1=O)C[C@H]1[C@H](CO)[C@@H](C(=O)N(C)C)N(C(=O)CC)[C@@H]21 (mixture of isomers)
1.1 | 1 | -2 | 2 | 1 | . | -1 | O=C(CNC(=O)c1cccs1)N/N=C/c1ccc(O)cc1O
0.4 | -3 | -1 | 5 | -4 | 0 | -4 | CN(C(=O)CSc1nnnn1-c1ccc(O)cc1)C1CCCCC1
1.3 | -7 | 3 | -3 | -6 | 0 | -2 | CN(Cc1cc2ccccc2[nH]c1=O)C(=O)c1cccs1
-2.5 | 1 | -2 | 4 | 1 | 6 | 16 | Cc1ccc(C2=NS(=O)(=O)N(C)C(C(=O)Nc3ccc4c(c3)OCO4)=C2)cc1

Compound activity as filed in PubChem.
